Screening data from PubChem BioAssay.
KDM5B inhibitor = Primary screen for KDM5B Histone Demethylases FDH-coupled qHTS; Lysine-specific demethylase 5B (Homo sapiens), Q9UGL1; KDM5B demethylase, FDH-coupled NADH fluorescence (FDH is formaldehyde dehydrogenase); Potency, µM (series often up to 57.7 µM), inactives show at the highest dose activity change, negative = inhibition, actives largely listed as inhibitors; actives 2.6% (n = 220,000); AID 1347165, 2019; active means well fitted inhibition curve with a large enough effect; inconclusive means small, poorly fitted or top-dose-only effect; inactive means no such curve, though single readings can be large or run the other way; further: 0% is about no effect; nearly all actives have a fitted effect of over 70% in size
Target sequence (Q9UGL1 whole entry, looked up): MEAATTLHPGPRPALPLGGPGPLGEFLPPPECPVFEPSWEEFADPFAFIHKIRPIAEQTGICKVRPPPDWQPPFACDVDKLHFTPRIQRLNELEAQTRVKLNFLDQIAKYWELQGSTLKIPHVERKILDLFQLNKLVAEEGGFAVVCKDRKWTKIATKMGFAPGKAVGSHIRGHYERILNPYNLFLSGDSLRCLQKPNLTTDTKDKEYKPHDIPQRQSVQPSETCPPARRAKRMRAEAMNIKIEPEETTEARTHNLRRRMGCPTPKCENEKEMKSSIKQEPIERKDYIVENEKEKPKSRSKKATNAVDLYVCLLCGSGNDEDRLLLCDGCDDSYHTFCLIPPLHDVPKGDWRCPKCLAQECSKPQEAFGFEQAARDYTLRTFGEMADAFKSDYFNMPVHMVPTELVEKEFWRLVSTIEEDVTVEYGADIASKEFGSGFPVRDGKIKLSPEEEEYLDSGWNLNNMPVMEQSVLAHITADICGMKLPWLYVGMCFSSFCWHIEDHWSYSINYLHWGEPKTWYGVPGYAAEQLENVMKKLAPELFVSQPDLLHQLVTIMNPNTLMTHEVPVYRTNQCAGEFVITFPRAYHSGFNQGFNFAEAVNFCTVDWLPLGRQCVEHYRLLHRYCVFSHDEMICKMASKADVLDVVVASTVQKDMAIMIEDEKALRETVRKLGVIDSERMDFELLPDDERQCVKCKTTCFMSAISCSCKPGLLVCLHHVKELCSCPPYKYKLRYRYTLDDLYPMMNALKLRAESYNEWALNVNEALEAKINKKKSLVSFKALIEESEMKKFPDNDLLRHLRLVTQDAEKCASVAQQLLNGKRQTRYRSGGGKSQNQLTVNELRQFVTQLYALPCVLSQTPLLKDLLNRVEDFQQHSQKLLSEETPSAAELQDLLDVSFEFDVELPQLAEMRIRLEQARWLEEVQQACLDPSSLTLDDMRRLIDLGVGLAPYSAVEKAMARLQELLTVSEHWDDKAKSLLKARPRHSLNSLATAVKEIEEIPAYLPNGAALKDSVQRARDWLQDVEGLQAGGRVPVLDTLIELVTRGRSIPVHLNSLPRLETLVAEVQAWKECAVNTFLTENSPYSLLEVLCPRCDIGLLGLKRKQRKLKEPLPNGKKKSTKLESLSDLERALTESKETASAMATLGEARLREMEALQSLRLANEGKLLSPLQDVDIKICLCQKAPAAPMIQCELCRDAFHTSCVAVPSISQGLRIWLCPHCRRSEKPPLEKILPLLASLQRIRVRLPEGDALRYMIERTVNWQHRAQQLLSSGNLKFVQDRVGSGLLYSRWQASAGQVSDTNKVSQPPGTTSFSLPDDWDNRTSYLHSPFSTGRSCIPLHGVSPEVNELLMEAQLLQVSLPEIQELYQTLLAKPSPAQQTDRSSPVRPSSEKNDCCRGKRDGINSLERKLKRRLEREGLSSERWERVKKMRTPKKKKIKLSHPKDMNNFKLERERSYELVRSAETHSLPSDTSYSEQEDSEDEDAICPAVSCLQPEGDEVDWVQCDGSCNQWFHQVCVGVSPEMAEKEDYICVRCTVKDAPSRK
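KDM5BΔAP (200 nM final) in 50 mM HEPES pH 7.5, 0.01% Tween-20 was preincubated 10 min at RT with compound over a concentration range. Substrate mix (H3K4me3 12.5 µM, α-KG 25 µM, Fe²⁺, ascorbate, NAD⁺, FDH) was added, and NADH fluorescence change over 30 min gave dose-response curves.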
The depositor's hits bear a star; ? = inconclusive; & = joins results of further samples; [ ] = another dose, or the depositor's remark. Potency means the concentration at half of the fitted maximal effect. An excerpt; rates above refer to the full screens.

SMILES	KDM5B inhibitor
COC(=O)Cc1c(C)nc2nc(NCc3ccc(Br)cc3)[nH]n2c1=O	?
COC(=O)[C@@H]1Cc2c([nH]c3ccccc23)[C@H]2C[C@@H](NCc3cccs3)C[C@@H](c3ccccc3F)N21	?
O=C(c1ccccc1)N1CCC2(CC1)C(=O)NCN2C(=O)Cc1ccc(O)cc1	-23.6%[115 µM]
CCCN1CCC(NC(=O)C23CC4CC(CC(C4)C2)C3)CC1	-8.4%
CS(=O)(=O)c1ccc(OCCOc2ccc(F)cc2)cc1	17.6%
Cc1noc2c(N3CC[S+](=O)([O-])CC3)cc(-c3cccs3)nc12	?
COc1ccc(NC(=O)O[C@@H]2CO[C@H]3[C@@H]2OC[C@@H]3NC(=S)NC2CCCCC2)cc1	-2.4%
COCCS(=O)(=O)c1ncc(CN2CC[C@@H]3CCCC[C@H]3C2)n1Cc1ccccc1	22.0%
CN(Cc1ccccc1)C1=CC(=[N+]2CCCCC2)CC(C)(C)C1	4.9%
Cc1nn(C)c(C)c1CN(Cc1ccc2c(C)cc(=O)oc2c1)C1CC1	46.1%
Cc1ccc(Cn2c(=O)c3cccnc3n(Cc3ccc(C)cc3)c2=O)cc1	-20.0%
CCc1cccc(C)c1NC(=O)CC(C)(C(=O)O)c1ccccc1 (stereo not drawn)	24.4%
CC1(NC(=S)Nc2ccccc2)CCS(=O)(=O)C1 (stereo not drawn)	28.0%
CCOc1ccc(NC(=O)Cn2cc(C(=O)c3ccc(C)c(C)c3)c(=O)c3cc(F)ccc32)cc1	-10.6%
CCOc1ccc(CC(=O)N2CCC(Cc3nc(-c4ccc(F)cc4)no3)CC2)cc1	7.2%
Cc1ccc(S(=O)(=O)N2CCC(CCC(=O)NCc3cccc(C)c3)CC2)cc1	-5.7%
COc1ccc(C)cc1NS(=O)(=O)c1ccc2[nH]c(=O)c(=O)[nH]c2c1	10.9%
CCc1ccc(-c2csc(Nc3cccc(C)n3)n2)cc1	-6.1%
CCCCn1c(=O)[nH]c(=O)c2c1nc(COC(=O)C1CC1)n2C	9.5%
Cc1c(Cl)cccc1-n1ncc(C(=O)N2CCC(C)CC2)c1C1CCN(C(=O)OC(C)(C)C)CC1	16.7%
CCn1ncc(CN2CCCC(c3nc(C(C)C)no3)CCNC(=O)CC2)c1C (stereo not drawn)	39.1%
Cc1ccccc1Cn1cc(C(=O)N2CCN(C3CCCCC3)C(=O)C2)nn1	-20.4%
CCCN1C(=O)CCc2cc(NC(=O)CCOC)ccc21	-8.8%
Cc1cc(C(=O)NNC(=O)Nc2ccccc2)no1	39.4%
CCCCCCNCc1ccc(C)s1	20.4%
COc1nccnc1NC1CCN(C(=O)c2ccccc2C)CC1	28.2µM*
CCN(Cc1ccncc1)C(=O)CC1C(=O)NCCN1CCc1ccccc1 (stereo not drawn)	-28.8%
O=C(N/N=C/c1ccccn1)c1cc(-c2ccc(Br)cc2)nc2ccccc12	?
O=C(Nc1cccc(-c2nnc3n2CCCC3)c1)c1ccccc1Cl	-17.8%
COC(=O)c1c(C)[nH]c(C(=O)OCC(=O)Nc2ccc(Cl)cn2)c1C	6.5%
c1ccc(CCCNc2ncncc2-c2nc(-c3ccccc3)no2)cc1	28.2µM*
COc1ccc(NC(=O)c2sc3nc(C)c(C(=O)Nc4ccc(C)cc4C)c(-c4ccc(Cl)cc4)c3c2N)cc1	-20.7%
CC1(C)c2[nH]c3ccccc3c2C[C@H]2C(=O)N(CCCCCO)CC(=O)N21	8.4%
N#CC(C(N)=S)=C1CCCCC1	-25.6%
O=C(c1cc(-c2ccco2)[nH]n1)N1CCN(c2ccc(N3CCOCC3)nn2)CC1	?
NC(=O)c1cccc(-c2n[nH]c3c2CC(=O)N(Cc2ccccc2F)C3)c1	-7.2%[86.2 µM]
Cc1nn(-c2ccc(Cl)nn2)c2c1C(c1ccc(C(=O)O)cc1)CC(=O)N2 (stereo not drawn)	-17.0%
COCC(=O)N1CCCC(c2cc(N3CCCC3)nc(C)n2)C1 (stereo not drawn)	11.0%
O=C(Cc1ccc(N(Cc2ccccc2)C(=O)c2ccco2)cc1)Nc1ccccc1	-35.2%
O=C(OCC1CCCO1)c1ccc(O)cc1 (stereo not drawn)	-2.3%
COc1cccc(/C=C2/C(=O)c3ccccc3OC2c2ccccc2)c1 (stereo not drawn)	-24.1%
Cc1nc(C)c(C(=O)N2CCc3c(c(-c4nncn4Cc4ccccc4)nn3C)C2)s1	?
O=C(Nc1ccc2oc(-c3cccc(F)c3)nc2c1)c1ccc([N+](=O)[O-])o1	9.9%
CC1CCN(C(C)C(=O)Nc2cccc(C#N)c2)CC1 (stereo not drawn)	22.2%
Cc1cc(F)ccc1NC(=O)C1CCC(CNS(=O)(=O)c2ccc3c(c2)CCCC(=O)N3)CC1 (stereo not drawn)	10.5%
Cc1ccc(C)c(CN2C(=O)c3ccccc3S(=O)c3ccc(C(=O)N4CCN(c5ccccc5F)CC4)cc32)c1 (stereo not drawn)	-11.4%
CN1C(=O)[C@@H]2C[C@@H](O)CN2C2(CN(Cc3ccoc3)C2)C1=O	-32.6%[86.2 µM]
Cc1ccccc1NC1C2CC3CC(C2)CC1C3 (stereo not drawn)	-11.1%
COCCOc1ccc2c(n1)CCN(C(=O)C1(c3ccccc3)CC1)C2	-29.6%
CCc1noc([C@@H]2CC(F)(F)CN2C(=O)c2cc(C)no2)n1	11.2%
COc1ccc(-c2cc(C(=O)NCCc3ccc(OC)c(OC)c3)c3c(-c4ccc(F)cc4)[nH]nc3n2)cc1	?
O=C(O)CC(CC(=O)Nc1ccc(N2CCOCC2)cc1)c1ccccc1 (stereo not drawn)	22.0%
O=C(OCCN1CCOCC1)c1ccccc1Cl	-74.1%
Cc1nn(Cc2ccccc2)c(C)c1[C@@H]1C=C[C@@H](NS(=O)(=O)c2ccccc2)C1	0.5%[86.2 µM]
Cc1ccc(NC(=O)c2ccc(Cl)c(Cl)c2)nc1	-12.9%
O=C(CCc1nnn2c1CN(S(=O)(=O)c1ccc(F)cc1)CC2)NC1CC1	28.5%
O=C(Nc1ccc(F)c(Cl)c1)C1CCN(c2ncccn2)CC1	-28.9%
CN(CCOc1ccccc1)C(=O)c1cnc2ccccc2n1	16.2%
Cc1ccc(CN2C(=O)NC3(CCN(C(=O)c4ccc(C(C)(C)C)cc4)C3)C2=O)cc1 (stereo not drawn)	-14.2%
Nc1n[nH]c(CNC(=O)c2cn(CCC3CCCCN3)nn2)n1 (stereo not drawn)	-15.6%
The list goes on.
SMILES	KDM5B inhibitor
O=C1Nc2ccccc2CC12CCN(Cc1ccccc1)CC2	-8.9%[86.2 µM]
NC(=O)CSc1ncc2c(n1)-c1ccccc1N(Cc1ccc(F)cc1)S2(=O)=O	-26.9%
COc1cccc(CN2CCC3(CC2)COc2ccccc2CN3)c1	21.4%
O=S(=O)(N1CCOCC1)N1CCCC(c2ccccc2)(c2ccccc2)C1	-16.5%
Cn1ccc2c(C(=O)NCc3cccnc3)nc(Nc3ccccc3)cc21	?
COc1cccc(-c2cc3c(=O)n(CCNC(=O)COc4ccc(F)cc4)ccn3n2)c1	56.3%[activator]
CSC(=S)NN=C1CCCCC1	5.5%
Cc1ccc2nc(NCC(=O)OC(C)C)nc(-c3ccccc3)c2c1	37.6%[activator]
Cc1c(C(=O)Nc2ccc(C(F)(F)F)cc2)oc2ccccc12	?
Cc1cccc(/C=N/NC(=O)c2cccs2)n1	0.4%
COc1ccc(CNC(=O)CN(C(=O)c2csnn2)c2cccc(F)c2)cc1	11.1%
CC(C)NC(=O)NC(=O)COC(=O)c1cc2c(s1)CCC2	?
CN(C)C(=O)C1CN(C(=O)CCc2ncc(-c3ccc(F)cc3F)o2)c2ccccc2O1 (stereo not drawn)	18.0%
O=C(c1ccco1)N1CCN(c2ccc([N+](=O)[O-])cn2)CC1	3.4%
COc1cccc(CNC(=O)c2nn(-c3ccccc3Cl)nc2CO)c1	?

Seven of the entries above in order of the KDM5B inhibitor value, highest first:
SMILES	KDM5B inhibitor
COc1cccc(CN2CCC3(CC2)COc2ccccc2CN3)c1	21.4%
CN(C)C(=O)C1CN(C(=O)CCc2ncc(-c3ccc(F)cc3F)o2)c2ccccc2O1 (stereo not drawn)	18.0%
COc1ccc(CNC(=O)CN(C(=O)c2csnn2)c2cccc(F)c2)cc1	11.1%
O=C(c1ccco1)N1CCN(c2ccc([N+](=O)[O-])cn2)CC1	3.4%
Cc1cccc(/C=N/NC(=O)c2cccs2)n1	0.4%
O=S(=O)(N1CCOCC1)N1CCCC(c2ccccc2)(c2ccccc2)C1	-16.5%
NC(=O)CSc1ncc2c(n1)-c1ccccc1N(Cc1ccc(F)cc1)S2(=O)=O	-26.9%

Continuation.
SMILES	KDM5B inhibitor
COC(=O)c1ccccc1NC(=O)c1ccc2c(Cl)c3c(nc2c1)CCCC3	6.2%
COc1ccc(CN2C(=O)[C@@H]3C[C@@H](O)CN3C3(CN(Cc4cccc(OC)c4)C3)C2=O)cc1	18.7%
Fc1cccc(/C=N/Nc2ccc(C(F)(F)F)cn2)c1	3.5%
COC(=O)c1c(NC(=O)c2ccc(OC)cc2OC)sc2c1CCCCC2	?
CC(C)(O)CCc1cccc(C(=O)NCCNc2cccnc2)c1	?
COc1ccc(-c2nc3c(c(=O)[nH]2)CCN(S(=O)(=O)C2CC2)C3)cc1	?
O=C(NC1CC1)C1CCN(Cc2nc(-c3ccccc3)no2)CC1	3.8%
Cc1ccccc1CN1C[C@@H]2C(=O)N(C)C(=O)[C@@H]2C1	-21.8%
COCC(=O)N1CCN(C(C)=O)C[C@@H]1C(=O)N[C@H](Cc1cccnc1)C(=O)OC	-17.8%[86.2 µM]
Cc1[nH]ncc1C(=O)N[C@@H]1CN(S(C)(=O)=O)C[C@H]1CN(C)C	-8.7%
O=C(COc1ccc(Cl)cc1)N1CCN(c2cc(-c3ccccc3)[nH]n2)CC1	-18.3%
CCN(CC)S(=O)(=O)c1ccc2c(c1)nc(CN(C)C(=O)Nc1cccc(Cl)c1)n2C	-18.2%
CC(=O)c1c(C)oc2ccc(N(C(=O)Oc3ccccc3)S(=O)(=O)c3ccccc3)cc12	-20.5%
Cc1onc(-c2ccccc2Cl)c1C(=O)N1CCN(S(=O)(=O)c2ccc(F)c(F)c2)CC1	1.0%&14.4%
COc1ccc(C(=O)N2CCCC(c3nn(-c4ccc(Cl)cc4)c(=O)[nH]3)C2)cc1 (stereo not drawn)	-8.0%

In the list so far, these contain a nitro group on carbon.
SMILES	KDM5B inhibitor
O=C(Nc1ccc2oc(-c3cccc(F)c3)nc2c1)c1ccc([N+](=O)[O-])o1	9.9%
O=C(c1ccco1)N1CCN(c2ccc([N+](=O)[O-])cn2)CC1	3.4%

(cont.)
SMILES	KDM5B inhibitor
COc1ccc(C)cc1NC(=O)Nc1cccc(-c2noc(C)n2)c1	-8.8%
Cc1cccc(OCC(=O)N[C@@H]2CCOC[C@H]2OCc2cscn2)c1C	18.6%
Cc1cccc(NC(=O)C(C#N)C(=O)CC(C)C)c1 (stereo not drawn)	-1.3%
Cn1ccc(C(=O)N2CCC(c3nnc4n3C(C(=O)N3CCOCC3)CC4)CC2)n1 (stereo not drawn)	7.7%[115 µM]
FC(F)(F)c1ccc(-c2cnc([C@@H]3COCCN3Cc3ccncc3)[nH]2)cc1	8.6%[86.2 µM]
CSc1ccc(N/C=C/C(=O)c2cc(C)ccc2C)cc1	-12.6%
c1ccc(-n2ncc3c(NC4CCCC4)ncnc32)cc1	?
Cc1ccc(C(=O)N2CCC(n3cc(-c4nc(C(C)C)no4)nn3)C2)cc1 (stereo not drawn)	12.4%
CCCCOc1cc(/C=C/C(=O)c2ccc3c(c2)OCCO3)ccc1OC	?
COCCNc1nc(-c2c(C)noc2C)cc2cc(CO)oc12	?
CC1(C)[C@H](Cc2cc(CCO)on2)C[C@@H]1NCc1ccccn1	-15.7%[86.2 µM]
CCOC(=O)CCNC(=O)N1CCC(C(=O)N2CCCCCCNC(=O)CC2)CC1	33.7%[activator]
Cc1ccc(NC(=O)CC2C=CCC2)cc1C (stereo not drawn)	25.8%
CC(C)CCn1nc(C(=O)Nc2ccccc2C(C)(C)C)c2ccccc2c1=O	16.1%
O=C(Nc1ccccc1C(=O)OCC(=O)N1CCc2ccccc21)c1ccc([N+](=O)[O-])cc1Cl	23.8%
O=C1Nc2ccc(-c3ccsc3)cc2C(=O)N2C[C@H](O)C[C@@H]12	-4.0%[86.2 µM]
O=C(Nc1cccc(-c2ccc(N3CCOCC3)nn2)c1)Nc1ccccc1C(F)(F)F	-18.8%
COc1cccc(NC(=O)CN(C)C(=O)c2ccc(N3CCCCC3)c([N+](=O)[O-])c2)c1	16.9%
O=C(c1cccc(Cl)c1)N1CCC(c2nn(Cc3ccccc3)c(=O)[nH]2)CC1	-1.2%&-5.6%
CCOc1ccc(NC(=O)C2CC(=O)NC(=Nc3ccc(Cl)c(Cl)c3)S2)cc1 (stereo not drawn)	-29.1%
CC(=O)N1CCCc2cc(S(=O)(=O)N3CCCC(C(=O)NCc4ccc(Cl)cc4)C3)ccc21 (stereo not drawn)	16.3%
Cc1noc(C)c1[S+](=O)([O-])N1CCc2nc(-c3ccc(Cl)cc3)nc(-c3ccccc3)c2C1	2.6%
CC(CC1OCC(CN2CCCCC2)O1)CC(C)(C)C (stereo not drawn)	11.1%
CCOCCn1c(=O)[nH]c2cc(C(=O)N3CCC(OC)CC3)ccc21	20.7%
O=C(NCC(c1ccco1)S(=O)(=O)c1cccs1)c1ccc(F)cc1 (stereo not drawn)	-6.8%
CN(C)S(=O)(=O)c1ccc2oc(SC(C(=O)N3CCCC3)c3ccccc3)nc2c1 (stereo not drawn)	-5.3%
CCOC(=O)c1cnc(SCc2nc(-c3cccc(C)c3)oc2C)nc1N	-2.0%
COc1ccc2cc(CNC(=O)CNC(=O)c3ccc(C)cc3)ccc2c1	?
Cc1ccccc1-c1nc(NC(=O)CSc2ncnc3sc4c(c23)CCCC4)ns1	-42.1%
